# NR2E3 ag-1: agonists of human nuclear receptor NR2E3. GST-NR2E3/biotin-RetCOR TR-FRET, 1536-well. Q9Y5X4. AID 2300. inhibition of corepressor binding, % at 4.78 µM. hit rate 0.12% among 320,000;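 active = percent inhibition above the cutoff of mean plus 3 SD of all tested compounds, set per screening campaign, cut at about 20% in these data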;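 note: 0% = DMSO wells and 100% = biotin wells as full block of FRET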
# Target sequence (Q9Y5X4 whole entry, looked up): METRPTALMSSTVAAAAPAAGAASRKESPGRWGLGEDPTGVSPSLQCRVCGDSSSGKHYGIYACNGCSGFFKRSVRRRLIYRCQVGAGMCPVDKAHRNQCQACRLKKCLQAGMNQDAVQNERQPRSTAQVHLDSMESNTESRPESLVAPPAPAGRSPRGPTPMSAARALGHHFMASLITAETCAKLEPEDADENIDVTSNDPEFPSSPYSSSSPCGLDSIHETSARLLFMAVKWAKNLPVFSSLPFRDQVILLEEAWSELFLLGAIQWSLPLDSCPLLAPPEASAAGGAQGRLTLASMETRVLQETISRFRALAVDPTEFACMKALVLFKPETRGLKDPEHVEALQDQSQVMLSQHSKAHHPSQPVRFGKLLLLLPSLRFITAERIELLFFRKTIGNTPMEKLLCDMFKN
#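 Assay system: NR2E3–RetCOR corepressor complex. Quantity: 1.35 nM GST-NR2E3. Buffer or medium: pH 7.5 Tris-based buffer. Reagent: biotinylated RetCOR corepressor at 7 nM final. Schedule: 5 h at 4 °C. Detection: TR-FRET, emission read at 617 and 671 nm. Replicates: one well per compound, singlicate testing.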
# HTR2A ag: agonists of mouse serotonin 5-HT2A receptor (HTR2A) | P35363 | CHO-K1 mHTR2A beta-arrestin complementation, luminescence; percent of 30 µM serotonin response | activation, % at 7.6 µM | hit rate 0.66% among 360,000 | AID 624169;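 active = activation above a run cutoff, the mean activation of all tested compounds plus 3 SD, cut at about 14% in these data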;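 note: 0% = plate median of compound wells and 100% = 30 µM serotonin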
# H9c2 protect: modulators protecting cardiomyocytes from myocardial damage. hit rate 0.63% among 360,000. H9c2 cardiomyocytes, H2O2 injury protection, ATPLite, 2 h. protection from H2O2 cell death, % at 20 µM;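 active = compounds giving at least 50% protection of heart cells from peroxide-induced death in the single-dose screen, raw or plate-pattern-corrected value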;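 note: 0% = DMSO wells with peroxide and 100% = DMSO wells without peroxide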
# NR2E3 ag-2: agonists of human NR2E3 nuclear receptor; Q9Y5X4; CHO-S Gal4-NCOR/VP16-NR2E3 two-hybrid, luciferase; inhibition of corepressor binding, % at 3.98 µM; hit rate 0.35% among 360,000; AID 602229;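 active = inhibition above the mean of all tested compounds plus 3 SD, cut at about 70% in these data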;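 note: 0% = DMSO with NR2E3 transfected cells and 100% = cells lacking NR2E3 construct; higher means lower luciferase signal from less NR2E3 corepressor binding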
# CaV13 FRET inh: Primary screen for inhibitors of IQ motif and Ca2+-dependent inactivation inhibitor domain binding in CACNA1D, Förster resonance energy transfer in living cells, …; inhibition, % at 12.3 µM; hit rate 0.098% among 340,000; HEK cells, CFP/YFP FRET ICDI-IQ, plate reader, 10 min; percent FRET-ratio fall versus neutral wells;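 active = mean replicate inhibition of at least 30% and at least 1% of replicates passing that level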;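 note: 0% = median of the neutral control wells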
# PDI inh: PDI (human) enzyme inhibition; PDI insulin aggregation turbidity, A650, 90 min; inhibition, % at 10 µM; hit rate 0.052% among 350,000; AID 588391;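 active = mean inhibition across replicates of 30% or more, whatever share of single replicates reach that level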;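 note: absorbance from insulin aggregation driven by PDI reduction with DTT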
# Target sequence (P07237 whole entry, looked up): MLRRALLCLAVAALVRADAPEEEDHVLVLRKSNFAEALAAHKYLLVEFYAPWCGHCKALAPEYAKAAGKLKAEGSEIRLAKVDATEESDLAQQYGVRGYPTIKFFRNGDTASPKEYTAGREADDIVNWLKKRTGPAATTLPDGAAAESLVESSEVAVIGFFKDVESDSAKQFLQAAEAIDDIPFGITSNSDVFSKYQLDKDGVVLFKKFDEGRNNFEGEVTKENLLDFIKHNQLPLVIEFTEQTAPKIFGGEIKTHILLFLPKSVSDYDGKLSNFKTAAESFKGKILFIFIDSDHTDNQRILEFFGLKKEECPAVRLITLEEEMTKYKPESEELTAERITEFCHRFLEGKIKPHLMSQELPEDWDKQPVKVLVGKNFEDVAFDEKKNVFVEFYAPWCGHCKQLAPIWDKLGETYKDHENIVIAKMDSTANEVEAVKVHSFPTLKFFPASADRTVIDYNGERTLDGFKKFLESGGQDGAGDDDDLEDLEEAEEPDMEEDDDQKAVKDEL
# Peg3 prom inh: Peg3 promoter activity inhibition; HeLa PEG-Prom luciferase reporter, luminescence, overnight; inhibition, % at 20 µM; hit rate 1.7% among 360,000; AID 588405;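 active = inhibition of at least 50% at 20 µM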
# Shn3 inh set2: inhibitors of Schnurri-3 3'UTR reporter in osteoblasts; Clone20 osteoblast Shn3 3'UTR firefly luciferase, 24 h; inhibition, % at 12.5 µM; hit rate 0.52% among 360,000;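 active = mean inhibition of at least 75% with every replicate also reaching 75%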;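 note: 0% = median of neutral control wells and 100% = pilot-screen positive control compound; some compounds past the cut are filed as inactive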
# HIF-2a inh: HIF-2a inhibition; hit rate 0.72% among 360,000; 786-0 RCC cells HIF-2a reporter, luciferase luminescence, overnight; inhibition, % at 18.8 µM; AID 624352;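 active = inhibition of the luminescence signal of 40% or more relative to plate controls, in a single-dose primary screen at 18.75 µM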
# hiPSC survival: enhancers of human iPSC single-cell survival | survival enhancement, % at 20 µM | AID 602274 | hit rate 0.044% among 360,000 | hiPSC single-cell survival, ATPlite luminescence; 100% = ROCK inhibitor wells, 0% = DMSO; in the data active = survival enhancement above about 18%;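 note: cells exposed to compounds for 16 hours before the ATP read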
# TRPM1 prom inh: inhibitors of MITF-driven TRPM1 promoter in melanoma cells; SK-MEL-5 TRPM1 promoter luciferase, 24 h; inhibition, % at 12.5 µM; hit rate 0.83% among 330,000;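 active = mean inhibition across replicates of 60% or more, whatever share of single replicates reaches that level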; note: values of inactives mirror those of a sister screen read the other way
# * marks the source's active call; other numbers are inactive results; . = not tested or not shown. Outcome played no part in choosing rows; 3.9% or so of the library scored in one or more.
no.	mol	TRPM1 prom inh	HTR2A ag	Peg3 prom inh	NR2E3 ag-1	Shn3 inh set2	hiPSC survival
1	O=C(Nc1ccc(Cl)c(Cl)c1)Nc1nnc(-c2ccncc2)s1	2	6	24	1	13	1.4
2	CN(CC1CCCN(CCc2ccc(F)cc2)C1)C(=O)CCC(N)=O (configuration not stated)	-2	1	7	2	4	-0.3
3	O=C(NCc1cccnc1)c1ccc2c(c1)C(=O)N(Cc1ccccc1)C2=O	8	-3	2	-2	-10	-0.1
4	COc1ccccc1N1CCN(S(=O)(=O)c2c[nH]c(=O)[nH]c2=O)CC1	-3	-5	-5	-3	13	-0.5
5	CC(C)CNC(=O)NC1(C(F)(F)F)Oc2ccccc2O1	10	2	-7	1	21	-0.1
6	O=c1c(OC2OC(CO)C(O)C(O)C2O)c(-c2ccc(O)c(O)c2)oc2cc(O)cc(O)c12 (configuration not stated)	-11	7	16	2	0	-2.9
7	CC(C)(C)c1ccc(NC(=O)C2CCCN(c3cnccn3)C2)cc1 (configuration not stated)	-10	-3	-6	2	-33	1.1
8	CC[C@@H](C)[C@H](N)C(=O)NC[C@H]1O[C@@H](n2cnc3c(N)ncnc32)[C@H](O)[C@@H]1O	-4	6	5	.	5	1.6
9	CCOc1ccc(C(=O)CCCC(=O)c2ccc(OCC)cc2)cc1	-35	0	-247	0	-92	-0.6
10	CCN(CC)c1ccc(/C=N/NS(=O)(=O)c2ccc(CNC(C)=O)cc2)cc1	17	1	1	-6	-8	-1.0

no.	PDI inh	NR2E3 ag-2	HIF-2a inh	CaV13 FRET inh	H9c2 protect
1	16	-24	4	-5	-24
2	0	-9	12	-19	0
3	-1	-6	-4	-6	1
4	-1	4	-6	-7	-2
5	4	-5	11	-3	2
6	54*	-38	4	-6	-2
7	-3	2	-35	-3	-1
8	-5	-25	13	-5	-8
9	0	-50	-124	-6	4
10	2	-10	12	-4	-2

# Next section:
no.	mol	TRPM1 prom inh	HTR2A ag	Peg3 prom inh	NR2E3 ag-1	Shn3 inh set2	hiPSC survival
11	O=C(CSc1nnnn1-c1ccccc1)Nc1ccc(N2CCOCC2)c(Cl)c1	8	1	19	-1	40	-0.9
12	CCOC(=O)CN1C(=O)C(O)(C2CCc3ccccc3C2=O)c2ccccc21 (configuration not stated)	-5	2	3	-2	-8	-0.8
13	Cc1nc(NC(=O)COC(=O)C2CC3CCCC(C2)C3=O)c(Cl)cc1Cl (configuration not stated)	1	-2	7	.	-10	3.2
14	CCOC(=O)CC(=O)CSc1nc(-c2ccccc2)cc(-c2ccc(Cl)cc2)c1C#N	2	-2	18	1	14	1.0
15	CN(C)S(=O)(=O)c1ccc(C(=O)NCC(=O)N/N=C/c2ccco2)cc1	10	1	-1	3	-13	0.6
16	COc1ccccc1-n1cc(-c2ccccc2)[nH]c1=S	10	3	-15	3	10	-0.4
17	Cc1cc(C(=O)Nc2ccc(N3CCCC3)c(Cl)c2)ccc1[N+](=O)[O-]	-45	-5	-154	2	-34	0.3
18	O=C(N/N=C/c1ccc(N2CCOCC2)cc1)c1ccc(O)cc1	-10	-6	-21	0	-1	-1.0
19	COc1cccc(C(=O)OCC(=O)c2ccc(Br)s2)c1	-4	-1	-21	6	-10	0.1
20	Cn1c(=O)n(C)c2cc(NS(=O)(=O)c3ccc(Br)s3)ccc21	9	3	-13	0	-9	-0.4

no.	PDI inh	NR2E3 ag-2	HIF-2a inh	CaV13 FRET inh	H9c2 protect
11	-2	-3	3	-8	-6
12	6	-17	12	.	3
13	6	1	-3	-6	5
14	-9	-18	-1	-24	-3
15	17	-9	14	-6	4
16	-1	-17	-35	-19	-6
17	-13	-85	-231	-6	-4
18	0	-23	-17	-17	-6
19	-3	-9	-5	-6	-11
20	13	11	-28	-3	0

# Along the list, from the results shown:
# hiPSC survival, nos. 12 to 18 → -0.8, 3.2, 1.0, 0.6, -0.4, 0.3, -1.0

# Additional entries
no.	mol	TRPM1 prom inh	HTR2A ag	Peg3 prom inh	NR2E3 ag-1	Shn3 inh set2	hiPSC survival
21	COCC(=O)N(CCc1ccc(OC)cc1)Cc1nc2ccccc2c(=O)[nH]1	6	-1	15	-2	-3	-1.9
22	COc1ccc(NC(=O)Cn2c([N+](=O)[O-])cnc2C)cc1Cl	-6	-8	5	1	1	0.3
23	COC(=O)C1=NN(C(=O)c2ccccc2)C(O)(c2ccc([N+](=O)[O-])cc2)C1 (configuration not stated)	5	-5	11	.	8	-0.1
24	CCc1nnc(NS(=O)(=O)c2ccc(NC(=S)NC(=O)c3ccc(OC)c(OC)c3)cc2)s1	-1	3	10	-2	-4	-1.0
25	COc1ccc(S(=O)(=O)NC(C)C(=O)Nc2ccccc2C(F)(F)F)cc1 (configuration not stated)	7	5	24	0	-5	-2.0
26	CC(C)c1ccc(O)c(=O)cc1	.	-4	12	.	41	0.3
27	COc1ccc(C(O)c2ncc(-c3cccc(C(F)(F)F)c3)[nH]2)cc1F (configuration not stated)	.	-3	21	.	-5	2.1
28	CCOC(=O)c1csc(NC(=O)c2ccc(N3C(=O)CCC3=O)cc2)n1	9	9	10	0	-2	1.0
29	O=C(Nc1ccc2[nH]ncc2c1)c1ccccc1Br	-64	2	-162	4	-37	9.3
30	COc1ccc(N2C[C@H](C)[C@@H](CC(=O)Nc3ccc(Br)cc3)C2=O)cc1	.	3	15	.	11	-2.1

no.	PDI inh	NR2E3 ag-2	HIF-2a inh	CaV13 FRET inh	H9c2 protect
21	14	-16	13	2	28
22	5	-6	15	-19	1
23	4	-22	20	-18	6
24	23	12	15	-17	-3
25	-6	-7	-1	-10	9
26	1	-7	0	-5	36
27	-12	-2	12	-5	-8
28	-3	-28	14	-5	4
29	-1	-68	-133	8	-10
30	-4	30	10	-10	-12

# Going on with the list.
no.	mol	TRPM1 prom inh	HTR2A ag	Peg3 prom inh	NR2E3 ag-1	Shn3 inh set2	hiPSC survival
31	C/C(=N\N=C(N)N)c1cccc(Cl)c1	-3	-1	0	-1	6	-0.1
32	CCN(Cc1ccccc1)C(=O)C1CCN(Cc2sccc2C)CC1	1	0	8	-2	22	-2.4
33	CC(C)Cn1cc(C(=O)N2CCC(C)CC2)c2c3ccccc3n(C)c2c1=O	-4	-2	16	1	15	0.7
34	COc1ccc(CC(NC(C)=O)C(=O)NC2CCN(c3nnnn3-c3ccccc3)CC2)cc1 (configuration not stated)	1	14	12	-2	-1	-1.7
35	COc1ccc(C(=O)N2CCCC2(C)C(=O)O)cc1C(F)(F)F (configuration not stated)	.	-1	-3	.	14	-1.4
36	O=C(O)c1cccc(Nc2nc(Nc3ccccc3)nc(N3CCCC3)n2)c1	24	2	20	2	-6	-2.1
37	O=C(Nn1cnnc1)c1cc2c(s1)CCCC2	-5	1	-15	-5	-6	-2.1
38	CS(=O)(=O)c1cccc(-c2ccc3nncn3c2)c1	.	2	-3	.	4	0.4
39	CCCCN(CC)C(=O)Cc1ccc(Br)cc1	-9	-1	17	0	-8	3.7
40	COCCNc1nc(N)c([N+](=O)[O-])c(NCC2CCCO2)n1 (configuration not stated)	-19	1	22	-2	-10	0.0

no.	PDI inh	NR2E3 ag-2	HIF-2a inh	CaV13 FRET inh	H9c2 protect
31	3	-11	9	-2	-1
32	6	-4	15	-4	-3
33	6	-30	16	-6	14
34	0	2	5	-4	6
35	2	2	-7	-8	-5
36	-2	-6	11	-5	2
37	4	-18	0	-4	2
38	1	-10	10	-5	9
39	6	19	18	-2	0
40	-8	2	16	-3	5

# Next compounds
no.	mol	TRPM1 prom inh	HTR2A ag	Peg3 prom inh	NR2E3 ag-1	Shn3 inh set2	hiPSC survival
41	CC1(CCC(=O)N2CCCC(Nc3ccc(F)cc3)C2)CC1 (configuration not stated)	-5	-1	9	6	10	-0.1
42	CCN(CC)S(=O)(=O)c1ccc(O)c(C(=O)OCC(=O)NC2CCCC2)c1	0	4	3	2	6	-0.3
43	COc1ccccc1NC(=O)NNC(=O)c1ccncc1	-6	-4	1	.	5	2.9
44	Cc1ncc(CO)c(CNc2ccc(Oc3ccccc3)cc2)c1O	22	-1	-8	.	54	-0.4
45	Cc1nn(-c2nnc(C)c(=O)[nH]2)c(C)c1SCC(=O)Nc1ccc(F)cc1	5	-7	3	1	2	3.5
46	COc1ccc2cc(CCNC(=O)c3ccc(S(=O)(=O)N4CCCC4)cc3)c(=O)[nH]c2c1	-7	-4	19	-1	2	-0.6
47	CCCCC1(C)OC(=O)C(=Cc2ccc(N(CC)CC)cc2)C(=O)O1 (configuration not stated)	-2	-1	22	1	-4	7.5
48	Cc1ccc(-n2c(SCc3ccc(C#N)cc3)nnc2-c2ccccn2)cc1	9	3	23	1	22	-1.3
49	Cc1cccc(C(=O)OCC(=O)Nc2ccc(F)cc2)c1	-6	4	-13	3	-5	0.8
50	Cc1nc2ncnn2c(C)c1Cc1ccccc1Cl	0	8	22	3	-6	-1.2
51	COc1ccc(NC(=O)N2CCCC(CCC(=O)N(C)CCc3ccccn3)C2)cc1 (configuration not stated)	-13	-1	-58	3	-34	0.8

no.	PDI inh	NR2E3 ag-2	HIF-2a inh	CaV13 FRET inh	H9c2 protect
41	2	13	-10	-5	-4
42	-6	-7	13	-4	-3
43	7	-11	12	-18	6
44	-3	-1	12	-3	-20
45	-3	1	-1	.	-7
46	-2	11	15	-7	15
47	-3	-10	13	-8	-10
48	19	-19	28	-5	3
49	-3	-4	-4	-3	-4
50	26	-28	14	-5	-17
51	6	-35	-65	-4	3

# Among those listed so far, eight contain a Cl atom.
no.	mol	TRPM1 prom inh	HTR2A ag	Peg3 prom inh	NR2E3 ag-1	Shn3 inh set2	hiPSC survival
1	O=C(Nc1ccc(Cl)c(Cl)c1)Nc1nnc(-c2ccncc2)s1	2	6	24	1	13	1.4
11	O=C(CSc1nnnn1-c1ccccc1)Nc1ccc(N2CCOCC2)c(Cl)c1	8	1	19	-1	40	-0.9
13	Cc1nc(NC(=O)COC(=O)C2CC3CCCC(C2)C3=O)c(Cl)cc1Cl (configuration not stated)	1	-2	7	.	-10	3.2
14	CCOC(=O)CC(=O)CSc1nc(-c2ccccc2)cc(-c2ccc(Cl)cc2)c1C#N	2	-2	18	1	14	1.0
17	Cc1cc(C(=O)Nc2ccc(N3CCCC3)c(Cl)c2)ccc1[N+](=O)[O-]	-45	-5	-154	2	-34	0.3
22	COc1ccc(NC(=O)Cn2c([N+](=O)[O-])cnc2C)cc1Cl	-6	-8	5	1	1	0.3
31	C/C(=N\N=C(N)N)c1cccc(Cl)c1	-3	-1	0	-1	6	-0.1
50	Cc1nc2ncnn2c(C)c1Cc1ccccc1Cl	0	8	22	3	-6	-1.2

no.	PDI inh	NR2E3 ag-2	HIF-2a inh	CaV13 FRET inh	H9c2 protect
1	16	-24	4	-5	-24
11	-2	-3	3	-8	-6
13	6	1	-3	-6	5
14	-9	-18	-1	-24	-3
17	-13	-85	-231	-6	-4
22	5	-6	15	-19	1
31	3	-11	9	-2	-1
50	26	-28	14	-5	-17
